Source: PubChem
TWEAK-Fn14 inh: inhibitors of TWEAK-Fn14 signaling, primary screen, luciferase reporter cells, uHTS; inhibition, % at 10 µM; actives 2% (n = 360,000); TWEAK-stimulated Fn14 reporter cells, luciferase luminescence, 8 h; in the data active = inhibition above about 50%
SRC2 inh: inhibition of GAL4-SRC2 driven luciferase reporter, primary screen, SRC2 inhibitor project, cell-based, luminescence. HEK293 GAL4-SRC2 luciferase reporter. inhibition, % at 9 µM. actives 0.17% (n = 370,000);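 active = inhibition above the mean inhibition of all tested compounds plus 3 SD, set per campaign, cut at about 52% in these data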;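 note: 0% = DMSO treated cells and 100% = cells given Gossypol at 36 µM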
KKLEB tox: cytotoxicity in KKLEB CF airway cells, primary screen, cytotoxicity control for CF NF-kB inhibitor project, cell-based, uHTS, fluorescence assay plates. KKLEB CF airway cells viability, ATPlite luminescence, overnight; active compounds read low; cells stimulated with P. aeruginosa culture filtrate. actives 0.36% (n = 360,000). activity change (cytotoxicity), % at 5 µM;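 active = corrected activity change at or below -50% at 5 µM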
LMP1 NFkB inh: EBV LMP1-driven NF-kappaB luciferase reporter inhibitors, primary screen, cell-based, luminescence, single point. actives 0.69% (n = 350,000). inhibition, % at 12.5 µM. LMP1-induced NF-kappaB luciferase reporter cells; in the data active = inhibition above about 41%;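 note: 0% = neutral control wells and 100% = reference inhibitor control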
LRH-1 inv ag: LRH-1 (NR5A2) inverse agonists, primary screen, cell-based, luminescence, HEK293T, StAR-luciferase reporter. Nuclear receptor subfamily 5 group A member 2 (Homo sapiens), O00482. LRH-1 transfected, 24 h. inhibition, % at 3.6 µM. actives 0.13% (n = 360,000). AID 602396, 2012;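 active = inhibition above the mean inhibition of all tested compounds plus 3 SD, cut at about 73% in these data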;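 note: 0% = DMSO wells and 100% = reporter-only cells lacking LRH-1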
Target sequence (O00482 whole entry, looked up): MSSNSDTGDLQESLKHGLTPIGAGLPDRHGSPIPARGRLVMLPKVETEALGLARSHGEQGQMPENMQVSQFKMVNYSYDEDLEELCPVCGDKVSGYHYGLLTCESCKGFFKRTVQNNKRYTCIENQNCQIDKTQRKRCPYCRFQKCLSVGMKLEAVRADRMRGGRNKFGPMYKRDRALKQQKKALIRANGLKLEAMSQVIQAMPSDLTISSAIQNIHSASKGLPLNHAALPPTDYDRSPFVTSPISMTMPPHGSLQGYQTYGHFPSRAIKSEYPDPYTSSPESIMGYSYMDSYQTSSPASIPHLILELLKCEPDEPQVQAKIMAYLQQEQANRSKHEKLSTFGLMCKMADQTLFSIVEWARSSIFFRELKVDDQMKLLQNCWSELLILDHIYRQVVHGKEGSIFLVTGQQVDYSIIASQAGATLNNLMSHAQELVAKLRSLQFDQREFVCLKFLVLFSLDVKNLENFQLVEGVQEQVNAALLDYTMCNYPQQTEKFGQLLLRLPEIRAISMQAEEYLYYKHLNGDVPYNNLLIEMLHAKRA
SRC3 inh: SRC3 coactivator transcriptional activity inhibitors, primary screen, cell-based, luminescence; Nuclear receptor coactivator 3 (Homo sapiens), Q9Y6Q9; HEK293 GAL4-SRC3 luciferase reporter; inhibition, % at 3.6 µM; actives 0.17% (n = 360,000);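 active = inhibition above a per-campaign cutoff, the mean of all compounds plus 3 SD, cut at about 60% in these data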;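 note: 0% = DMSO-treated cells and 100% = gossypol-treated cells at 36 µM; higher means less SRC3-driven luciferase light from the GAL4 reporter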
C8 TRAIL sens: viability loss with TRAIL in NB7+C8 cells, primary screen, TRAIL sensitizer project, cell-based, ATPlite luminescence; inhibition (viability loss, TRAIL sensitization), % at 10 µM; actives 1% (n = 360,000);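 active = compounds causing at least 50% loss of cell viability in the single-dose screen, relative to plate controls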
CF NFkB block: inhibitors of PAF-induced NF-kB signaling, primary screen, cell-based, GFP fluorescence, uHTS; KKLEB NF-kB-GFP reporter, GFP fluorescence overnight; inhibition, % at 5 µM; actives 0.86% (n = 360,000);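 active = at least 50% inhibition at 5 µM, scaled per plate between neutral and stimulator controls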;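 note: PAF is a Pseudomonas aeruginosa culture filtrate used as stimulus; plate controls were PAF-stimulated DMSO wells for no effect and unstimulated DMSO wells for full effect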
TROY signal inh: inhibitors of TROY-driven NF-kB signaling, primary screen, Q293 LMP1-TROYcd cells, NF-kB luciferase, uHTS | Q293 LMP1-TROYcd NF-kB luciferase reporter, 4 h | inhibition, % at 10 µM | actives 0.98% (n = 360,000);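 active = compounds whose plate-normalised and pattern-corrected inhibition of the luciferase reporter signal at the single screening dose is 50% or more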
SRC1 inh: SRC1 coactivator transcriptional activity inhibitors, primary screen, cell-based, luminescence; Nuclear receptor coactivator 1 (Homo sapiens), Q15788; HEK293 GAL4-SRC1 luciferase reporter; inhibition, % at 3.6 µM; actives 0.12% (n = 360,000); AID 588354, 2011;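 active = inhibition above the campaign mean plus 3 SD, with each screening campaign given its own cutoff, cut at about 60% in these data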;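 note: 0% = DMSO treated cells and 100% = gossypol at 36 µM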
NR2F2 inh: NR2F2 transcriptional activity inhibitors, primary screen, cell-based, luciferase reporter, HEK293T, luminescence; actives 0.7% (n = 370,000); AID 686940, 2013; inhibition, % at 8.6 µM; HEK293T NGFI-A luciferase reporter; COUP transcription factor 2 (Homo sapiens), P24468;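 active = inhibition above a per-plate cutoff, mean inhibition of test wells between control levels plus 3 SD, cut at about 38% in these data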;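 note: cells cotransfected with COUP-TFII expression vector driving the NGFI-A reporter; 0% = median of COUP-TF2 test wells and 100% = reporter-only cells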
Target sequence (P24468 whole entry, looked up): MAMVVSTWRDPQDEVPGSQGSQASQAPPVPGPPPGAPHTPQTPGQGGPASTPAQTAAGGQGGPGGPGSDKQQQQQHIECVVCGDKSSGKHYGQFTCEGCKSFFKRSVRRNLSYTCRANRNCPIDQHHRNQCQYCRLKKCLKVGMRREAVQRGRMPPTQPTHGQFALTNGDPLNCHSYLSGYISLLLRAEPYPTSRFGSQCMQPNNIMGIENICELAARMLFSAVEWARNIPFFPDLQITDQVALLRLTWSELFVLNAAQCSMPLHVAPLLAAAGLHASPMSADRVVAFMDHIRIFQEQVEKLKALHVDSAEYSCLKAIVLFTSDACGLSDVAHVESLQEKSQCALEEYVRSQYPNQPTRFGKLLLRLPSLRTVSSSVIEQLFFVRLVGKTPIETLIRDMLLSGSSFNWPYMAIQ
* marks the source's active call; other numbers are inactive results; . = no result given.

Start of the listing, in advance (5 entries):
No.	Molecule	NR2F2 inh	TROY signal inh	SRC1 inh	LMP1 NFkB inh	SRC2 inh	KKLEB tox	TWEAK-Fn14 inh	CF NFkB block	C8 TRAIL sens	LRH-1 inv ag	SRC3 inh
1	CC1CCN(C(=O)C2CC(c3ccc(F)cc3)=NO2)CC1 (stereo not drawn)	.	-56	-49	-10	.	-1	-17	3	5	-59	-33
2	CC1(C(=O)NS(=O)(=O)c2cccc(C#N)c2)CCN1C(=O)CC1CCCCC1 (stereo not drawn)	-5	2	-2	.	-4	-5	-3	5	11	14	4
3	Cc1ccc(C(=O)N[C@H](C(=O)OCc2nnc(-c3ccccc3)o2)C(C)C)cc1	-7	-54	-11	-10	-22	-3	-33	10	18	-17	-7
4	O=C(NCc1ccccn1)c1cc(-c2ccccc2)nc2ccccc12	-9	6	9	8	-14	2	-8	-12	2	9	11
5	COc1ccc(N/C=C/C(=O)c2ccc3c(c2)OCO3)cc1OC	13	-20	-66	-10	-43	3	-61	0	25	-1	-29

The list itself, previewed entries included:
No.	Molecule	NR2F2 inh	TROY signal inh	SRC1 inh	LMP1 NFkB inh	SRC2 inh	KKLEB tox	TWEAK-Fn14 inh	CF NFkB block	C8 TRAIL sens	LRH-1 inv ag	SRC3 inh
1	CC1CCN(C(=O)C2CC(c3ccc(F)cc3)=NO2)CC1 (stereo not drawn)	.	-56	-49	-10	.	-1	-17	3	5	-59	-33
2	CC1(C(=O)NS(=O)(=O)c2cccc(C#N)c2)CCN1C(=O)CC1CCCCC1 (stereo not drawn)	-5	2	-2	.	-4	-5	-3	5	11	14	4
3	Cc1ccc(C(=O)N[C@H](C(=O)OCc2nnc(-c3ccccc3)o2)C(C)C)cc1	-7	-54	-11	-10	-22	-3	-33	10	18	-17	-7
4	O=C(NCc1ccccn1)c1cc(-c2ccccc2)nc2ccccc12	-9	6	9	8	-14	2	-8	-12	2	9	11
5	COc1ccc(N/C=C/C(=O)c2ccc3c(c2)OCO3)cc1OC	13	-20	-66	-10	-43	3	-61	0	25	-1	-29
6	COc1cc([N+](=O)[O-])ccc1NC(=O)CN(C)C	1	1	3	0	2	-4	11	-9	-17	17	-3
7	COc1cccc(CN2CCN(C3CCN(c4ccccc4F)CC3)CC2CCO)c1 (stereo not drawn)	5	1	12	1	15	-7	-14	14	-4	1	7
8	Fc1ccccc1OCCCCSc1ncccn1	-13	-57	-29	1	-16	-18	-11	11	-11	-9	-23

No.	Molecule	NR2F2 inh	TROY signal inh	SRC1 inh	LMP1 NFkB inh	SRC2 inh	KKLEB tox	TWEAK-Fn14 inh	CF NFkB block	C8 TRAIL sens	LRH-1 inv ag	SRC3 inh
9	CCOC(=O)N1CCC(N(CCN(C)C)C(=S)Nc2ccc(Oc3ccccc3)cc2)CC1	1	11	-1	1	6	4	28	21	19	11	14
10	Cc1ccc2nsnc2c1S(=O)(=O)NCc1cccnc1	3	1	-5	-3	-2	-2	3	0	-13	-17	3
11	CCC(=O)N1c2ccc(S(=O)(=O)N(CCO)Cc3ccccc3)cc2CC1C (stereo not drawn)	-12	-9	8	-12	7	1	-19	10	-2	14	13
12	CCCCN(C(=O)Cn1nnc2ccccc21)C(C(=O)NCCOC)c1ccc(OC)cc1OC (stereo not drawn)	-1	15	-15	-1	-4	-3	9	-11	0	2	-12
13	Cc1nn(C)cc1C(C)NC(=O)c1cc(COc2c(F)cccc2F)on1 (stereo not drawn)	4	-10	-9	-3	10	-2	-4	7	1	-8	19
14	CCn1cnc2cc(NCc3cccs3)ccc21	-12	-54	-74	-13	-58	15	-8	5	4	-41	-36
15	CCC(=O)N1CCC1(C)C(=O)Nc1cnc2ccccc2c1 (stereo not drawn)	-9	-29	-17	.	-4	5	-9	-13	15	-30	3
16	NC1=NC(=O)/C(=C/c2ccc(OCC(=O)O)cc2)S1	9	3	-9	4	-28	12	-7	-24	-7	3	-13

No.	Molecule	NR2F2 inh	TROY signal inh	SRC1 inh	LMP1 NFkB inh	SRC2 inh	KKLEB tox	TWEAK-Fn14 inh	CF NFkB block	C8 TRAIL sens	LRH-1 inv ag	SRC3 inh
17	Cc1csc(NC(=O)CS(=O)(=O)Cc2ccccc2)n1	2	4	-59	3	-8	9	5	13	-4	-6	-2
18	CCn1nc(C)c(NC(=O)CC23CC4CC(CC(C4)C2)C3)c1C	-5	5	10	15	23	2	-5	-6	-12	-13	11
19	CC(C)C[C@@H](CN)NC(=O)c1nc[nH]c1C(=O)N[C@@H](Cc1ccccc1)C(=O)CNC[C@H](C)NC(=O)c1nc[nH]c1C(=O)N[C@@H](CC(C)C)C(=O)O	7	1	6	-9	13	13	-5	-1	-30	-34	-12
20	Cc1cc(NC(=O)CSCC(=O)Nc2nc3ccc(F)cc3s2)no1	7	15	-19	-4	1	7	0	20	-26	-13	-15
21	O=C(O)c1cc(NS(=O)(=O)c2ccc(N3CCCCC3)c([N+](=O)[O-])c2)cc(C(=O)O)c1	1	8	4	-5	-11	7	10	2	0	18	9
22	CCC(C)Sc1ccc(-c2nc3ccc(Cl)cn3c2NCc2ccccc2)cc1 (stereo not drawn)	-22	-38	-37	-12	-22	8	-38	-8	28	-6	-77
23	NS(=O)(=O)c1ccc(CCNC(=O)C(=O)C2C(=O)Nc3ccccc32)cc1 (stereo not drawn)	-20	5	-14	-3	-19	6	7	-13	-3	21	12
24	Cc1ccc(/C=N/NC(=O)c2ccc3c(c2)OCCO3)s1	-17	-56	-115	-24	-57	7	9	-14	30	-51	-51

No.	Molecule	NR2F2 inh	TROY signal inh	SRC1 inh	LMP1 NFkB inh	SRC2 inh	KKLEB tox	TWEAK-Fn14 inh	CF NFkB block	C8 TRAIL sens	LRH-1 inv ag	SRC3 inh
25	Cc1ccc(C(=O)Nc2ncc([N+](=O)[O-])s2)cc1	63*	80*	3	68*	62*	-6	100*	31	77*	-28	4
26	Cn1c(=O)c2c(nc(OCC3COC(C)(C)O3)n2Cc2ccccc2F)n(C)c1=O (stereo not drawn)	-14	-8	22	-4	-11	-11	-3	4	7	1	12
27	CCN1CCC(=NNC(=O)c2ccc(C)c([N+](=O)[O-])c2)CC1	-4	-11	-10	-11	-15	1	-16	1	3	-6	-9
28	COC(=O)c1ccc(S(=O)(=O)N2CCc3ccccc32)cc1	3	13	4	16	-2	-1	13	18	22	19	6
29	O=C(CSc1nnc(-c2ccc(Br)cc2)o1)N1CCN(C(=O)c2ccco2)CC1	18	0	7	0	-13	-2	-25	2	12	1	5
30	COc1cccc(OC)c1CN(C)C(=O)c1cnccc1C(F)(F)F	-9	-17	2	.	2	3	-2	-4	0	8	0
31	O=C(NNC(=O)c1sccc1-n1cccc1)Nc1ccccc1	0	4	0	-14	-9	-2	14	11	0	-19	7
32	CCOC(=O)C(=CNNc1c(C)csc1C(=O)OC)C(=O)OCC	16	25	-2	5	-24	-3	-9	12	0	19	11

No.	Molecule	NR2F2 inh	TROY signal inh	SRC1 inh	LMP1 NFkB inh	SRC2 inh	KKLEB tox	TWEAK-Fn14 inh	CF NFkB block	C8 TRAIL sens	LRH-1 inv ag	SRC3 inh
33	O=C(NNC(=O)c1ccco1)c1ccccc1	3	-2	-20	7	-25	-12	5	10	9	-18	-8
34	Cc1ccc(C2CC(=O)N(c3ccc(F)cc3)C3=C2C(=O)CCC3)cc1 (stereo not drawn)	2	-17	2	14	16	7	7	-10	1	9	-6
35	CCc1cc2c(=O)n(CCCOC)c(SCC(=O)Nc3oc(C)c4c(C)n[nH]c(=O)c34)nc2s1	-20	2	1	-5	-11	-14	-21	-4	-2	-1	3
36	O=S(=O)(NCC(c1ccc2c(c1)OCO2)N1CCOCC1)c1ccc(F)cc1 (stereo not drawn)	11	0	-1	2	-12	8	6	1	-13	-5	5
37	CC(C)N(C(=O)CSc1nnc(NC2CC2)s1)c1ccccc1	5	1	-2	-3	-54	-1	0	2	2	-2	6
38	COc1ccccc1NC(=O)c1cc(Br)ccc1Cl	9	3	4	0	-8	1	-19	-29	-3	-4	28
39	CC(=O)OC(COc1cccc(C)c1)Cn1cnc2ccccc21 (stereo not drawn)	-4	-28	-9	6	-8	-5	13	18	-40	-17	10
40	COc1cccc(CNC(=O)C2CCN(S(=O)(=O)N3CCC4(CC3)OCCO4)CC2)c1	12	10	14	8	-2	-5	0	10	-12	10	7

Profiles, quoted from the list:
Shown for CC(=O)OC(COc1cccc(C)c1)Cn1cnc2ccccc21 (stereo not drawn) = NR2F2 inh: -4; TROY signal inh: -28; SRC1 inh: -9; LMP1 NFkB inh: 6; SRC2 inh: -8; KKLEB tox: -5; TWEAK-Fn14 inh: 13; CF NFkB block: 18; C8 TRAIL sens: -40; LRH-1 inv ag: -17; SRC3 inh: 10
Shown for Cc1ccc(C2CC(=O)N(c3ccc(F)cc3)C3=C2C(=O)CCC3)cc1 (stereo not drawn) = NR2F2 inh: 2; TROY signal inh: -17; SRC1 inh: 2; LMP1 NFkB inh: 14; SRC2 inh: 16; KKLEB tox: 7; TWEAK-Fn14 inh: 7; CF NFkB block: -10; C8 TRAIL sens: 1; LRH-1 inv ag: 9; SRC3 inh: -6

Remaining list, next part
No.	Molecule	NR2F2 inh	TROY signal inh	SRC1 inh	LMP1 NFkB inh	SRC2 inh	KKLEB tox	TWEAK-Fn14 inh	CF NFkB block	C8 TRAIL sens	LRH-1 inv ag	SRC3 inh
41	Cc1ccccc1OCCCC(=O)Nc1nncs1	-2	8	-9	5	-20	8	2	-2	-12	5	0
42	COc1cccc(C(=O)N2CCC(CCC(=O)Nc3cccc(C)c3)CC2)c1	-6	-3	-15	-2	-14	1	-10	-1	-4	-19	5
43	CC(C)C[C@H](NC(=O)OC(C)(C)C)c1nnc(SCC(=O)Nc2ccc(Br)cc2)o1	-10	-3	-10	1	-16	-13	2	8	-12	-5	11
44	O=C(Nc1ccc(S(=O)(=O)NCc2cccnc2)cc1)c1ccccc1Cl	40*	15	15	18	16	-2	17	10	7	25	22
45	CCc1ccccc1NC(=O)CN(C)C(=O)COc1ccc(C)nc1[N+](=O)[O-]	-7	-29	-15	1	-14	8	-1	-3	-1	16	16
46	COc1ccc(OC)c(NC(=O)C2CCCCC2)c1	-5	2	9	-13	-8	7	9	-12	5	16	-1
47	CCN(CC)CCOc1nc(C)nc2c1oc1ccccc12	-7	-16	-39	-9	-42	-9	-26	-11	12	-8	-30
48	O=C(Cn1ncc(Cl)c(Cl)c1=O)NC1CCS(=O)(=O)C1 (stereo not drawn)	-10	-8	-14	-1	18	2	-13	-2	4	-26	-3
49	Cn1nnnc1SCC(=O)NCc1cccs1	6	5	-1	-2	-17	1	4	1	22	1	-7
50	CN1CCC/C1=C/C=C1\SC(=S)NC1=O	-7	-63	-19	-12	-13	5	18	13	18	-29	-13

No enrichment for hits; any-hit rate near 4.2%.
